IMPase Li inh = cell-permeable IMPase inhibitors with lithium potentiation. CHO-M1 cells, IP1 TR-FRET (IP-One), carbachol + lithium. AID 1457. Potency, µM (doses to about 59.4 µM), for the others: at the highest dose activity, negative = IMPase inhibition, most hits filed as inhibitors. 210,000 tested, 0.35% active;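 also: IP1 builds up when IMPase is blocked and the TR-FRET signal falls; potency is read from the fitted curve at half-maximal effect; plate controls were basal vehicle for no effect and high inhibitor control for full effect; nearly all actives have a fitted effect of over 50% in size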
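CHO-M1, 2000 cells/well, 16–30 h culture; cpd + low Li+, 30 min 37C; lysis with d2-IP1/Eu-anti-IP1 Ab, 10 min RT; TR-FRET 665/620 ratio and 620 channel; AC50 via Hill.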
Epigenetic derep = derepresses silenced GFP reporter in murine cells; 280,000 tested, 0.2% active; murine LDR cells, GFP reporter derepression, 30 h; AID 1865; Potency, µM (top dose mostly 53.9 µM), inactives show at the top dose GFP activation, hits mostly activators; also: potency is read from the fitted curve at half-maximal effect; % of control where 0% means no effect; nearly all actives have a fitted effect of over 60% in size
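Murine LDR cells carrying a silenced, genomically integrated CMV-driven GFP reporter were exposed to compound for 30 hours at 37 C. After PBS washes, GFP-positive cells (20–120 um objects) were counted by laser-scanning microplate cytometry.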
KinaseGlo FLuc = blocks Kinase-Glo luciferase, a counter-screen artifact; Q27757; Kinase-Glo luciferase, ATP luminescence, 8 min; Potency, µM (top dose mostly 38.3 µM), without a hit: top-dose activity change, negative = inhibition, most hits filed as inhibitors; 200,000 tested, 0.28% active; AID 1379; also: potency is read from the fitted curve at half-maximal effect; % is scaled to controls: 0 for no effect and ±100 for the full control effect; nearly all actives have a fitted effect of over 60% in size
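Inhibition of Kinase-Glo luciferase light generation was assessed at 10 uM ATP in pH 7.2 imidazole buffer, with luminescence measured after eight minutes at ambient temperature.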
HTT aggregate = mutant huntingtin aggregation inhibition; PC12 HttQ103-GFP aggregates, Acumen cytometry, 40 h; Potency, µM (series often up to 46.1 µM), for the others: at the highest dose activity change, negative = inhibition, most hits filed as inhibitors; 220,000 tested, 1.1% active; AID 1688; also: potency is read from the fitted curve at half-maximal effect; % is scaled to controls: 0 for no effect and ±100 for the full control effect; nearly all actives have a fitted effect of over 60% in size
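Compounds (qHTS titration) were added to PC12 cells expressing an ecdysone-driven HTT exon 1 Q103–GFP fusion after induction with 100 nM tebufenozide. Aggregate formation was measured as GFP objects in cell lysates.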
Lamin A splicing = LMNA splicing modulation; 200,000 tested, 0.01% active; AID 1487; Potency, µM (highest dose often 46.1 µM), for inactives: top-dose ratio change, negative = inhibition, usual class: inhibitors; HeLa LMNA splicing GFP/RFP minigene ratio, 48 h; active = well fitted inhibition curve with a large enough effect in the signal ratio, with a control signal flat, not every such curve was filed as active; inconclusive = small, poorly fitted or top-dose-only effect, or effect the other way, or a change in a side signal; the % refers to the signal ratio; also: potency is read from the fitted curve at half-maximal effect; % is scaled to controls: 0 for no effect and ±100 for the full control effect
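S3 HeLa stable clones carrying a lamin A-EGFP splicing minigene plus DsRed2 were seeded at 600 cells/well in Opti-MEM with 2% FBS, pin-dosed and incubated 48 h at 37°C. Acumen cytometry (488 nm) gave the GFP/RFP total-intensity ratio.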
NPSR antagonist = antagonists of human neuropeptide S receptor cAMP signaling; Potency, µM (top dose mostly 38.3 µM), without a hit: at the highest dose activity change, negative = inhibition, usual class: inhibitors; Q6W5P4; 220,000 tested, 1% active; CHO-NPSR cells, cAMP TR-FRET, antagonist mode; also: potency is read from the fitted curve at half-maximal effect; % is scaled to controls: 0 for no effect and ±100 for the full control effect; nearly all actives have a fitted effect of over 50% in size; many of its hits are not listed in these tables
Target sequence (Q6W5P4 whole entry, looked up): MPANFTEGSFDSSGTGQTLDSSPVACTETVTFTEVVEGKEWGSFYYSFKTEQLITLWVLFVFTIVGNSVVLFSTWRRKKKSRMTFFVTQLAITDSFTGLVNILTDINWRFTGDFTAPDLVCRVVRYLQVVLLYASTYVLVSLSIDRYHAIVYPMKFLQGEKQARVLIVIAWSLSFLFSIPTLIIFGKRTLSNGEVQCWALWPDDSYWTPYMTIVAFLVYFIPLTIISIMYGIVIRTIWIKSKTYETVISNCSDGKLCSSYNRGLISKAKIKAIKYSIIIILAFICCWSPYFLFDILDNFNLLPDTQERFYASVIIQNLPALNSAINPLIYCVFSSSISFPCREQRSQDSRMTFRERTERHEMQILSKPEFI
CBFb RUNX1 block = blocks binding between human CBF-beta and RUNX1 | AlphaScreen CBFb-His/RUNX1-biotin binding, biochemical | 230,000 tested, under 10 active | Potency, µM (doses to about 59.8 µM), without a hit: top-dose activity, negative = inhibition, actives largely listed as inhibitors | Q01196+Q13951; also: % of control where 0% means no effect
Target sequence (Q01196 whole entry, looked up): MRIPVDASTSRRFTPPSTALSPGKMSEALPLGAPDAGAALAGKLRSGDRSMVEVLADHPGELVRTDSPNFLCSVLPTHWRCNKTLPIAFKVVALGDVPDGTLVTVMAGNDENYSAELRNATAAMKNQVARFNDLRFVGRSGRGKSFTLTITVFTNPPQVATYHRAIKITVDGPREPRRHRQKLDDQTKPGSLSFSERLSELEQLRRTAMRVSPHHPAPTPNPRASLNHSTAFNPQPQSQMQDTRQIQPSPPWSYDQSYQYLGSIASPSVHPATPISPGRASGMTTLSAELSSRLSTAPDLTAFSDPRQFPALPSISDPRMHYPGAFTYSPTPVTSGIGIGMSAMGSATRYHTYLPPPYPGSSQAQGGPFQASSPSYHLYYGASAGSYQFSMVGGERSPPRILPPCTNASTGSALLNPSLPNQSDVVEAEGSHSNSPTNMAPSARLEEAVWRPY
Target sequence (Q13951 whole entry, looked up): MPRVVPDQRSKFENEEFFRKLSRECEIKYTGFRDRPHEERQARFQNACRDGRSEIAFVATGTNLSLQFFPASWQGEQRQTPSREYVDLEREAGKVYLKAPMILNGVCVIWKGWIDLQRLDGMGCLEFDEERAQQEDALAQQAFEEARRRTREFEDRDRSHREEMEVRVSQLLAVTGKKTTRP
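His-tagged CBF-beta and biotinylated RUNX1 (30 nM each) were premixed 20 min at room temperature, exposed to compound for 15 min, then given nickel-chelate and streptavidin AlphaScreen beads (50 ng each). After 90 min, AlphaScreen signal was read.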
Starred values were filed as active, the others as inactive; ? = inconclusive; . = not tested or not shown; & = joins results of further samples; [ ] = remark or other dose. Unless noted, calls follow the shape of the dose curve; as a rule, active = well fitted curve in the direction sought with a large enough effect; inconclusive = small, poorly fitted or top-dose-only effect, or another doubt; inactive = no such curve, though single readings can be large; an effect the other way counts as inactive or inconclusive.

SMILES	IMPase Li inh	Epigenetic derep	KinaseGlo FLuc	HTT aggregate	Lamin A splicing	NPSR antagonist	CBFb RUNX1 block
O=C1CC(c2c[nH]c3ccccc23)C(=O)N1c1ccccc1 (configuration not stated)	11%	-0.1%	4%	-4%	-1%	-2%	-3%
NC(=O)c1ccccc1N/C=C/C(=O)c1ccccc1	15%[38.3 µM]	-2.1%	11µM*	0%	9%	-12%[46.1 µM]	1%
CCCn1c(C)nc2c(NCCCCN(CC)CC)nc(C)nc21	5%	2.4%	-3%	.	.	.	9%
COc1ccc(S(=O)(=O)NCC2CCCN(CC(C)(C)C)C2)cc1 (configuration not stated)	9%	-7.4%	0%	-5%[9.22 µM]	?	-18%	4%
O=C(Nc1ccc2c(c1)OCO2)C1CC(c2ccc(F)cc2)=NO1 (configuration not stated)	-2%[38.3 µM]	-4.5%	0%	15%[9.22 µM]	9%	-13%[46.1 µM]	-9%
Oc1ccc(Br)cc1-c1cc(-c2ccccc2F)[nH]n1	40%[38.3 µM]	1.0%	-3%	-5%	-2%	-6%[46.1 µM]	-2%
CC1=C(C(=O)OC(C)C)C(C)NC(=O)N1 (configuration not stated)	-2%[38.3 µM]	-1.3%	5%	9%	12%	-16%[46.1 µM]	0%
O=C(CSc1nnc(Cn2c(=O)sc3ccccc32)n1-c1ccccc1)NCC1CCCO1 (configuration not stated)	26%[38.3 µM]	-0.8%	-3%	-22%	-3%	-10%[46.1 µM]	-3%
O=C(NCc1ccccc1F)C1CCCN(C(=O)NC2CCCCC2)C1 (configuration not stated)	-3%[38.3 µM]	0.0%	-2%	6%	?	0%[46.1 µM]	-3%
CCOc1nc(NCc2ccco2)nc(Nc2ccccc2F)n1	6%	0.0%	-7%	-8%	-5%	-7%[46.1 µM]	8%
O=C(CSc1nc2ccc([N+](=O)[O-])cc2[nH]1)NC1CCCCCC1	.	0.0%	.	?	?	3%[46.1 µM]	-3%
CC(=O)NNc1ncnc2c1cnn2-c1ccc(C)c(C)c1	-4%	0.0%	-2%	15%	.	20%	12%
CN1CCN(Cc2cn(C)nc2-c2ccccc2F)CC1c1ccccc1 (configuration not stated)	.	0.8%	.	19%	.	-15%	12%
Cc1c(C(=O)Nc2ccc(-c3nnc4n3CCCCC4)cc2)oc2ccc(Br)cc12	6%	3.4%	-1%	4%	?	-9%	-1%
COc1ccc(CNCc2cc3c(C(C)(C)C)nn(-c4ccccc4)c3[nH]c2=O)cc1	29%[38.3 µM]	1.9%	-2%	-15%	3%	-22%[46.1 µM]	2%
CCOc1ccc2[nH]c(C)cc(=O)c2c1	30%[38.3 µM]	-2.3%	-1%	-7%	-4%	-6%[46.1 µM]	11%
CC(C)(C)NC[C@@H](O)c1ccc(O)c(CO)n1	0%	.	-6%[7.66 µM]	6%	?	.	.
O=C(CN1CCOCC1)Nc1ccc(Oc2ccc(NC(=O)CN3CCOCC3)cc2)cc1	-10%[38.3 µM]	0.0%	2%	-3%	10%	-5%[46.1 µM]	8%
O=C(Nc1ncc(S(=O)(=O)c2ccc([N+](=O)[O-])cc2)s1)c1cccc2ccccc12	2%	-1.3%	0%	-29%	-16%	-29%	7%
COCCCNC(=O)c1ccc2c(c1)CCN2S(C)(=O)=O	-8%[38.3 µM]	-1.6%	8%	12%	4%	-11%[46.1 µM]	2%
CNC(=O)CC1C(=O)N(C)C(=S)N1NC(=O)c1ccccc1 (configuration not stated)	.	-0.3%	.	-19%[9.22 µM]	.	19%	-7%
COC(=O)c1ccccc1NC(=O)NC1CCCC1	-4%	-0.2%	.	3%[9.22 µM]	.	-1%	19%
CC(=O)N1N=C(C)CC1c1ccc(OCc2ccccc2)cc1 (configuration not stated)	6%	-1.0%	-3%	-8%	-5%	10%	-1%
CC(Oc1cccc(Cl)c1)C(=O)Nc1cc(=O)n(C)c(=O)n1C (configuration not stated)	23%[38.3 µM]	4.3%	-2%	-5%	-1%	-19%[46.1 µM]	6%
Cc1cc(C)n2ncc(C(=O)Nc3ccc4c(c3)OCO4)c2n1	1%[38.3 µM]	0.0%	2%	-29%	-10%	-11%[46.1 µM]	5%
Cc1nn(C)c(C)c1S(=O)(=O)N(CC(=O)NCc1cccs1)c1ccc(C(C)C)cc1	6%	0.0%	5%	11%	2%	-2%[46.1 µM]	0%
Nc1nc(-c2cccnc2)nn1C(=O)c1ccccc1Cl	10%	-0.1%	-1%	9%	.	40%	5%
O=C(NCc1ccc(Cl)s1)c1cc(COc2c(F)cccc2F)on1	3%	-4.0%	0%	10%[9.22 µM]	15%[46 µM]	?	10%
COc1ccc(-c2csc(NC(=O)c3ccc(S(C)(=O)=O)cc3)n2)cc1	-9%	-3.9%	0%	-2%	-29%[46 µM]	-19%	2%
O=C(NCCCN1CCN(C2CCCCC2)CC1)Nc1ccccc1C(F)(F)F	7%[38.3 µM]	0.2%	-3%	-4%	-3%	2%[46.1 µM]	-5%
N#Cc1ccc(Oc2cc(C(F)(F)F)nc(-c3ccccn3)n2)cc1	-32%[38.3 µM]	-2.1%	-2%	15%	-1%	15%[46.1 µM]	3%
O=C(NCCNC(=O)c1cc(OCC(F)(F)F)ccc1OCC(F)(F)F)Nc1ccc(OC(F)(F)F)cc1	7%[38.3 µM]	0.0%	-3%	18%	6%	-21%[46.1 µM]	7%
Cc1ccc(C(=O)CSc2nnc3ccccn23)c(C)c1	3%	-1.3%	1%	-11%[9.22 µM]	-1%[46 µM]	5%	3%
Cc1nn(-c2ccccc2)c(C)c1/C=N/NC(=O)c1cc(-c2ccccc2)n[nH]1	55%[activator][38.3 µM]	0.0%	0%	-7%	?	16%[46.1 µM]	16%
O=C(/C=C/Nc1cccc(C(F)(F)F)c1)C(F)(F)F	4%[38.3 µM]	-2.3%	-1%	3%	8%	4%[46.1 µM]	3%
Cn1c(=O)c2cc(S(=O)(=O)NCCC(=O)NC3CCCCCCC3)ccc2n(C)c1=O	2%[38.3 µM]	0.0%	-6%	5%	6%	-13%[46.1 µM]	7%
Cc1ccc(-c2nc(CS(=O)CC(=O)NCCN3CCOCC3)c(C)o2)cc1 (configuration not stated)	-3%[38.3 µM]	0.8%	-9%	-7%	-7%	-10%[46.1 µM]	-1%
O=C(NCCc1c[nH]c2ccccc12)[C@H]1C[C@@H]1[C@H](NP(=O)(c1ccccc1)c1ccccc1)c1ccccc1	-3%	1.5%	-2%	.	.	.	-11%
Cc1ccc(NC(=O)CCn2cccc2)cc1Cl	-10%[38.3 µM]	-0.9%	-12%	-8%	14%	1%[46.1 µM]	-3%
COc1ccc(NC(=O)N2c3ccc(OC)cc3C(C)=CC2(C)C)cc1	4%	19%	-2%	?	-2%	-2%	14%
COc1ccc(CN2CCCC(C(=O)c3ccc(Cl)cc3)C2)cc1Cn1cncn1 (configuration not stated)	17%	3.8%	-2%	12%[9.22 µM]	.	9%	-2%
O=C(Nc1cccs1)Nc1c(F)cc(F)cc1Br	13%	0.0%	1%	2%	-26%	-1%	-12%
O=C(NCCc1ccc(Cl)cc1)C1CCN(S(=O)(=O)c2ccc(Br)s2)CC1	8%	0.4%	6%	10%	.	-59%	-2%
CCOC(=O)C(=O)C1(C(=O)OCC)Oc2cc(OC)cc(OC)c2C(=O)C1c1ccccc1 (configuration not stated)	-4%	1.3%	-2%	.	-8%	.	.
CCN(CC)/C(Sc1ccccc1)=C(/C(Cl)=C(Cl)Cl)[N+](=O)[O-]	-3%	0.0%	6%	2%	.	-27%	1%
Clc1c(Cl)c(Cl)c2n[nH]nc2c1Cl	.	0.0%	.	-5%[9.22 µM]	.	31%	9%
Cc1ccc(C(=O)NC(=S)NCC(=O)c2ccccc2)cc1	?	-0.9%	-4%	14%	16%	-7%[46.1 µM]	2%
CCNC(=O)c1ccc2c(c1)S(=O)(=O)c1ccccc1C2=O	0%[38.3 µM]	0.8%	1%	11%	2%	-1%[46.1 µM]	-2%
O=C(COc1ccccc1F)NC12CC3CC(CC(C3)C1)C2	.	2.8%	.	-14%[9.22 µM]	.	-39%	3%
CCNc1nc(NC(C)(C)C)nc(Oc2ccc(=O)n(-c3ccccc3)n2)n1	2%	-0.6%&-1.0%	-2%	-6%	.	-1%	11%
c1ccc(CN2CCN(CCOCCOc3cccc4ccccc34)CC2)cc1	6%	0.0%	-2%	.	3%[46 µM]	-14%	-8%
C[C@@H]1C[C@@H]2OC(=O)[C@]3(C)[C@H]2[C@@H](OC3(C)O)[C@]2(C)C(=O)C=C[C@H]12 (some centres not stated)	.	-3.5%	.	32%[9.22 µM]	.	-16%	4%
CC(C)CNc1cc(Cl)c(S(=O)(=O)NCC(C)C)cc1C(=O)O	15%[38.3 µM]	-1.0%	-2%	9%	8%	-6%[46.1 µM]	0%
Nc1cc2nc3ccccc3oc-2cc1=O	.	?	.	-28%[9.22 µM]	.	16%	-24%
CN1/C(=C\C(=O)CSc2nnc(N)s2)C(C)(C)c2ccccc21	-1%	0.0%	0%	-19%	?	5%	-1%
CCOc1ccccc1NC(=O)CSc1nnc2c(CC)c(C)nc(N)n12	-2%[38.3 µM]	-0.8%	3%	-27%	8%	4%[46.1 µM]	-4%
CCOCCCn1c(SCc2nc3sc(C(=O)O)c(C)c3c(=O)[nH]2)nnc1-c1ccc(Cl)cc1	-3%	-1.5%	0%	14%	.	1%	-14%
COc1cccc(NC(=O)c2oc3ccccc3c2NC(=O)C(C)(C)C)c1	27%[38.3 µM]	-10.0%	3%	?	-5%	?	?
COc1ccc(C(=O)Nc2ccccc2-c2nnn(CC(=O)N3CCOCC3)n2)cc1	8%	1.6%	-4%	-5%[9.22 µM]	?	2%	9%
S=c1[nH]nc(-c2cccs2)n1/N=C/c1cn(-c2ccccc2)nc1-c1cccs1	.	-1.0%	.	-29%[9.22 µM]	.	-15%	-24%
Cc1ccc(Cn2ncc(Cl)c(Cl)c2=O)cc1	0%	-1.8%	1%	?	-12%	-47%	0%
ONC(=Nc1ccccc1)C(=Nc1ccccc1)NO	-1%[38.3 µM]	-1.6%	-2%	-8%	-1%	5%[7.67 µM]	4%
CN(Cc1ccccc1)C(=O)CN(C1CCCCC1)S(C)(=O)=O	-1%[38.3 µM]	1.4%	1%	2%	2%	-2%[46.1 µM]	3%

The list is partial; rates above refer to the full screens.
